Screens deposited in PubChem BioAssay by several laboratories.
KCNK3 inh: human KCNK3 channel inhibition, primary screen | CHO-KCNK3 thallium flux, FluxOR fluorescence; hits give low values | B-score at 10 µM | 340,000 compounds, 0.84% hits | AID 602410;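 active = B-score under library mean minus 4 SD, starting fluorescence ratio at most library mean plus 5 SD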;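 note: more negative B-score means stronger inhibition of thallium flux through KCNK3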
Target sequence (O14649 whole entry, looked up): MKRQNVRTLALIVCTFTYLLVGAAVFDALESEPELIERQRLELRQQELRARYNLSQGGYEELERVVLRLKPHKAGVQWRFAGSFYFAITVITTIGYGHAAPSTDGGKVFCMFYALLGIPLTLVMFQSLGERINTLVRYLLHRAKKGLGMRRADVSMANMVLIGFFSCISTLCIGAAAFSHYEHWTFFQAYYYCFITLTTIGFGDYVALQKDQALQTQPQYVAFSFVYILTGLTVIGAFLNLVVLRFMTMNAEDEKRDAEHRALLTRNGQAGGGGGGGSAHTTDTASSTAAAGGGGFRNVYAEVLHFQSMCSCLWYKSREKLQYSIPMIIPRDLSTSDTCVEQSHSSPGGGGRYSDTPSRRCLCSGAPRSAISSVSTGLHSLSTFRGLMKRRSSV
KCNK9 inh: inhibitors of human KCNK9 two-pore domain potassium channel; 310,000 compounds, 1.2% hits; B-score at 10 µM; HEK293 KCNK9, FluxOR thallium flux fluorescence; hits give low values; Q9NPC2;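 active = ratio B-score over 3 SD below the library mean, with starting fluorescence within 5 SD of its mean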;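 note: negative B-score means less thallium flux so channel inhibition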
Target sequence (Q9NPC2 whole entry, looked up, the tested form may be a part): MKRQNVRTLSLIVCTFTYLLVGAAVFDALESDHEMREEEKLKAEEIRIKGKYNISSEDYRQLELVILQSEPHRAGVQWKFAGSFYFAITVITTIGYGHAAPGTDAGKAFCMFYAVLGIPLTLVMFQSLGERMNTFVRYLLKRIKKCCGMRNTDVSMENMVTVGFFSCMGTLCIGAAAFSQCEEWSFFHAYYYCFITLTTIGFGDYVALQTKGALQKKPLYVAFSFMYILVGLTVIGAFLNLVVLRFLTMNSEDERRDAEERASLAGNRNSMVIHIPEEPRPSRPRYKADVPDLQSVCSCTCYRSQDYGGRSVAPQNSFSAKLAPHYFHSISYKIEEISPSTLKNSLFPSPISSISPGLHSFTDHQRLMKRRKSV
hERG rescue: shields human hERG channel from block by proarrhythmic agents | Q12809 | CHO-hERG, FluxOR thallium flux, dofetilide IC70 present | activation (rescue from dofetilide block), less the hit threshold, % at 10 µM | 310,000 compounds, 0.51% hits | AID 1511;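 active = activation above the mean of controls blocked by dofetilide plus 5 SD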;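 note: thallium influx through hERG after potassium depolarization seen as dye fluorescence rise; in these data hits start at about 4.7%; inactives centre near -7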
TRPC4 PAM: allosterically enhances the mouse TRPC4 cation channel. Q9QUQ5. HEK293 TRPC4beta/mu-opioid, DAMGO EC20, Fluo-4 Ca2+ flux; hits give high values. B-score at 10 µM. 310,000 compounds, 0.42% hits. AID 2227;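 active = B-score of calcium response area above 5 SD of library B-scores, with initial fluorescence ratio within 5 SD of library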;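 note: B-score of integrated fluorescence ratio over time as area under calcium response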
HDAC3 inh: human HDAC3 inhibition | AID 2718 | recombinant HDAC3, fluorogenic peptide/trypsin coupled, fluorescence | 320,000 compounds, 0.15% hits | inhibition, % at 8.3 µM; in the data active = inhibition above about 26%, passing the limit was not always enough; inconclusive = no clear call, values can overlap the other calls
TMEM16A inh: blocks the mouse calcium-activated chloride channel TMEM16A. normalized B-score (activity score, 25-100; higher = stronger inhibition) at 10 µM. Q8BHY3. 310,000 compounds, 1.2% hits. HEK293 TMEM16A/YFP iodide influx fluorescence, ionomycin;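 active = ratio plate-corrected score three or more library SD toward inhibition, starting fluorescence score within five deviations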;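 note: score derived from kinetic fluorescence span divided by baseline fluorescence per well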
Dyrk1A ADPGlo: blocks rat Dyrk1A kinase activity; Q63470; ADP-Glo luminescence, NFATc1 peptide; inhibition, % at 12.5 µM; 310,000 compounds, 0.43% hits; in the data active = inhibition above about 50%;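 note: plate controls were vehicle with enzyme for no effect and no enzyme for full effect; many of its hits are not listed in these tables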
TRPC4 act: opens the mouse TRPC4 cation channel | B-score at 10 µM | HEK293 TRPC4beta/mu-opioid, Fluo4 calcium fluorescence; hits give high values | 310,000 compounds, 0.49% hits | Q9QUQ5 | AID 2237;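 active = B-score above 5 SD of library B-scores, and initial fluorescence ratio not above library mean plus 5 SD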;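 note: positive B-score marks a calcium rise read as TRPC4 activation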
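Assay system – TRPC4beta and mu-opioid receptor HEK293 stable cells · Measured by – Fluo4 fluorescence, kinetic · Schedule – dye loading 45 min room temperature, 110 s kinetic read · Read-out – B-scored integrated calcium fluorescence ratio · Controls – buffer and maximal DAMGO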
ANO1 activ: activators or potentiators of mouse TMEM16A chloride channel; Q8BHY3; HEK293 TMEM16A/YFP-H148Q/I152L, iodide quench fluorescence; hits give low values; B-score at 10 µM; 340,000 compounds, 0.3% hits; AID 623877;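 active = fluorescence-ratio B-score plate-corrected deviation score at least 3 library SD below zero, with starting fluorescence score within 5 deviations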;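 note: channel opened by trigger with iodide after compound preincubation; score built on the fluorescence ratio of max minus min over baseline; more negative score means more quench and so TMEM16A activation or potentiation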
KCNQ1 inh: human KCNQ1 channel inhibition; P51787; CHO-K1 KCNQ1, FluxOR thallium flux fluorescence; hits give high values; B-score at 10 µM; 310,000 compounds, 1.3% hits; AID 2642;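 active = compounds whose thallium flux B-score, printed positive for inhibition, exceeds three library SD while starting fluorescence stays within three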;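 note: channel opened by potassium depolarization with thallium stimulus after 20 min compound exposure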
KCNQ1 act: human KCNQ1 channel potentiation or activation. P51787. CHO-K1 KCNQ1, thallium flux FluxOR fluorescence; hits give high values. 310,000 compounds, 0.35% hits. B-score at 10 µM;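 active = fluorescence ratio B-score, a plate-corrected score, at least three library SD, with initial intensity B-score within 5 SD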
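Assay system: stable KCNQ1 CHO-K1 line; medium: assay buffer, equal DMSO in all wells; timing: 90 min dye loading and 20 min compound exposure, both at room temperature; technique: kinetic FluxOR thallium fluorescence, 10-s 1-Hz baseline, 110-s post-stimulus read; read-out basis: B score of baseline-normalized fluorescence ratio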
Numbers without * were called inactive; i = inactive; ? = inconclusive; . = no result given. An excerpt (hit frequency here may not be typical).

SMILES	KCNK3 inh	KCNK9 inh	hERG rescue	TRPC4 PAM	HDAC3 inh	TMEM16A inh	Dyrk1A ADPGlo	TRPC4 act	ANO1 activ	KCNQ1 inh	KCNQ1 act
C=CCn1c(Oc2cc(C)ccc2C)nc2c1c(=O)n(C)c(=O)n2C	i	i	-8	i	2	i	0	i	i	i	i
CCN(CC)S(=O)(=O)c1cccc(C(=O)NC(C(=O)NC2=NCCS2)C(C)C)c1 (configuration not stated)	i	i	-6	i	-18	i	0	i	i	i	i
COc1ccc(C(=O)CCN2CCN(c3ccccc3OC)CC2)cc1	i	i	-10	i	-4	i	2	i	i	i	i
COc1ccc(-c2nc3n(c(=O)c2C#N)CCCS3)cc1	i	i	-2	i	-5	i	-1	i	i	i	i
Cc1ccc(S(=O)(=O)N(C(=O)c2ccco2)c2cc3sc(=O)oc3c3ccccc23)cc1	i	i	-10	i	6	i	-6	i	i	i	i
COc1ccc(-c2noc(N3CCC(C(=O)NCc4ccc(F)cc4)CC3)n2)cc1	i	i	-6	i	0	i	-4	i	i	i	i
COc1ccccc1NC(=O)c1ccccc1S(=O)(=O)c1ccc([N+](=O)[O-])cc1	i	i	-12	i	-1	i	1	i	i	i	i
CCS(=O)(=O)N1CCCC(C(=O)NCCc2ccc(OC)c(OC)c2)C1 (configuration not stated)	i	i	-3	i	-5	i	-10	i	i	i	i
COc1ccc(CNC(=O)CN(C)Cc2ccccc2F)cc1OC	i	i	-4	i	8	i	-5	i	i	i	i
Cc1cc(/C=C(/C#N)C(=O)Nc2ccc(Cl)cc2)c(C)n1-c1cccnc1	i	i	-8	i	.	i	-6	i	i	i	i
COc1ccccc1NC(=O)C(CC=C(Cl)Cl)C(C)=O (configuration not stated)	i	i	-2	i	-3	i	5	i	i	i	i
NC(=O)c1ccc(NC(=O)Cc2cccs2)cc1	i	i	0	i	-8	i	7	i	i	i	i
COc1ccc(C(=O)Nc2c(N)nc(SCC(=O)N3CCC(C)CC3)[nH]c2=O)cc1	i	i	-8	i	0	i	8	i	i	i	i
CCc1ccc(C2=NN(C(C)=O)C(c3ccco3)C2)cc1 (configuration not stated)	i	i	-8	i	.	i	0	i	i	i	i
CCOC(=O)c1ccc(N2CCOCC2)c(NS(=O)(=O)c2ccc(F)cc2)c1	i	i	-3	i	6	i	1	i	i	i	i
C=CCNC(=O)c1ccccc1NC(=O)Cc1ccccc1[N+](=O)[O-]	i	i	-13	i	4	i	-7	i	i	i	i
CCC(=O)c1cn(CC(=O)Nc2ccccc2)c2ccccc12	i	i	-5	i	-1	i	5	i	i	i	i
Cn1cc(C(=O)N2CCN(c3ccccc3)CC2)c(=O)c2cc(S(=O)(=O)N3CCOCC3)ccc21	i	i	-4	i	2	i	-8	i	i	i	i
COc1ccc(-c2csc3nc(C)n(-n4cccc4)c(=O)c23)cc1OC	i	i	2	i	-1	i	5	i	i	i	i
CCN(CC1CCCN(CCc2cccc(F)c2)C1)C(=O)c1ccc(CSC)o1 (configuration not stated)	i	i	-13	i	-21	i	7	i	i	i	i
O=C(/C=C/c1ccco1)Nc1cccc2cccnc12	i	i	-4	i	-1	i	5	i	i	i	i
CCCCC(c1nnnn1CC1CCCO1)N1CCN(Cc2ccccc2)CC1 (configuration not stated)	i	i	-11	i	-5	i	7	93*	i	i	i
COC(=O)Cc1ccc(NC(=S)NCC(C)C)cc1	i	i	-5	i	-3	i	-5	i	i	i	i
CC(C)CC(NC(=O)C(NC(=O)OC(C)(C)C)C(C)C)C(=O)N1CCCC1C(N)=O (configuration not stated)	i	i	-9	i	1	i	9	i	i	i	i
CC1(C)CC(=O)C2=C(C1)NC(SCC(N)=O)=C(C#N)C21CCCCC1	i	i	-11	i	1	i	3	i	i	i	i
CCOc1ccc2nc(NCCCNS(=O)(=O)c3ccc(C)cc3)c(C#N)cc2c1	i	i	-10	i	1	i	-1	i	i	i	i
COc1cc2c(cc1OC)C(c1ccccc1)N(C(=O)c1ccccc1)CC2 (configuration not stated)	i	i	-11	i	0	i	.	i	i	i	i
O=C(Nc1ccc2c(c1)OCO2)c1cc(-c2ccccc2Cl)on1	i	i	-4	i	3	i	1	i	i	i	i
Cn1c(=O)c2ccccc2n(CC(=O)NC2CCCC2)c1=O	i	i	-5	i	-6	i	-2	i	i	i	i
O=[N+]([O-])c1ccc(N2CCN(c3ccc(O)cc3)CC2)cn1	i	i	-4	i	2	i	3	i	i	i	i
CCOC(=O)c1cnc2ccc(Br)cc2c1NCCO	i	i	1	i	0	i	13	i	i	i	i
Cc1ccc(-n2nc(C)c3onc(C)c3c2=O)cc1	i	i	-7	i	2	i	12	i	i	i	i
CC1CCCN(C(=O)COc2ccc(-c3ccccc3)cc2)C1 (configuration not stated)	i	i	-4	i	3	i	4	i	i	i	i
O=C(O)c1ccc(Nc2cnc3ccccc3n2)cc1	i	i	-3	i	8	i	6	i	i	i	i
CN(CC(=O)Nc1ccccc1Sc1ccccc1)Cc1nc2ccccc2c(=O)[nH]1	i	i	-4	i	4	i	-5	i	i	i	i
CCOC(=O)N1CCC(NC(=O)CCc2nc(-c3ccc(C)cc3)no2)CC1	i	i	-7	i	-4	i	.	i	i	i	i
CCOc1ccc(NC(=O)C2CCCN(S(=O)(=O)c3cnc[nH]3)C2)cc1 (configuration not stated)	i	i	-5	i	-7	i	-1	i	i	i	i
COc1ccccc1C(O)Cc1nc2ccccc2n1C (configuration not stated)	i	i	-1	i	2	i	-8	i	i	i	i
CCC(C)[C@H](NC(=O)N1CCn2c1nc1ccccc12)C(=O)NCCc1ccc(OC)c(OC)c1 (some centres not stated)	i	i	-5	i	-5	i	0	i	i	i	i
CCOC(=O)c1ccc(NC(=S)N(CCCN2CCCC(C)C2)Cc2cccs2)cc1 (configuration not stated)	i	i	-25	i	0	i	17	i	i	i	i
Cc1ccc(CN2CCSc3ccc(C(=O)NC4CCCC4)cc32)cc1	i	-11*	-8	i	-3	i	-9	i	i	i	i
CC(NS(=O)(=O)c1ccccc1)C(=O)Nc1nccs1 (configuration not stated)	i	i	-7	i	-12	i	-1	i	i	i	i
CCCCNC(=O)Nc1nnc(-c2ccccc2)o1	i	i	-13	i	-6	i	-2	i	i	i	i
Cc1ccc(OCC(=O)N/N=C/c2cn[nH]c2-c2ccc(Cl)c(Cl)c2)cc1	i	i	-7	i	2	i	-5	i	i	i	i
Cc1cnc(NC(=O)CSC(=S)N2CCOCC2)s1	i	i	-2	i	-2	i	-5	i	i	i	i
C[S+](CC[C@H](N)C(=O)O)C[C@H]1O[C@@H](n2cnc3c(N)ncnc32)[C@H](O)[C@@H]1O (some centres not stated)	i	.	.	.	-8	i	41	.	i	.	.
COc1ccc(C2CC(c3ccccc3)=NN2C(=O)CN2CCN(Cc3ccccc3)CC2)cc1 (configuration not stated)	i	i	-13	i	1	i	0	i	i	i	i
NCCc1nnc(SCc2c(F)cccc2Cl)o1	i	i	-11	i	4	i	-1	i	i	i	i
Oc1ccccc1-c1nc(N2CCN(Cc3ccccc3)CC2)c2ccccc2n1	-12*	-7.1*	-4	i	0	i	-1	i	i	i	i
CCOCCCN1C(=O)CN(C2CCCCCC2)C(=O)C1c1ccc(OC)cc1 (configuration not stated)	i	i	-13	i	3	i	0	i	i	i	i
CCOC(=O)NC(=O)C(=CNc1ccc(C)cc1)C(=O)NC(=O)OCC	i	i	-14	i	2	i	-3	i	i	i	i
O=C(Cn1nc(-c2ccco2)ccc1=O)Nc1ccc(Br)cc1	i	i	-4	i	0	i	.	i	i	i	i
Cc1onc(-c2ccccc2Cl)c1C(=O)Nc1ccc(-c2cn3cccnc3n2)cc1	i	i	-19	i	-38	i	.	i	i	i	i
CCOc1ccc(/C=N/NC(=O)C2CC2)c(OCC)c1	i	i	-8	i	11	i	4	i	i	i	i
CN(C)C(=O)c1cc(C(=O)c2ccccc2)c[nH]1	i	i	-4	i	1	i	-1	i	i	i	i
COc1ccc2ccccc2c1C(O)c1nccn1C (configuration not stated)	i	i	-1	i	1	i	4	i	i	i	i
COc1cccc(NC(=O)c2ccc(NC(=O)C(C)C)cc2)c1	i	i	-6	i	6	i	-2	i	i	i	i
O=C(O)CCN1C(=O)/C(=C2\C(=O)N(Cc3ccccc3Cl)c3ccccc32)SC1=S	i	i	0	i	2	i	-4	i	i	i	i
Cc1ccccc1NC(=O)c1cccc(C(=O)Nc2ccccc2C)c1	i	i	-14	i	0	i	.	i	i	i	i
COc1cc(C2C3=C(CC(C)(C)CC3=O)N(C)C3=C2C(=O)CC(C)(C)C3)cc(Br)c1O	i	i	-11	i	-2	i	.	i	i	i	i

The list continues.
SMILES	KCNK3 inh	KCNK9 inh	hERG rescue	TRPC4 PAM	HDAC3 inh	TMEM16A inh	Dyrk1A ADPGlo	TRPC4 act	ANO1 activ	KCNQ1 inh	KCNQ1 act
Cc1cccn2c(=O)c3cc(S(=O)(=O)c4ccccc4)c(=N)n(Cc4cccnc4)c3nc12	i	i	-7	i	-3	i	1	i	i	i	i
COc1ccc(-n2c(=S)[nH]c3cc(C(=O)NCc4ccccc4OC)ccc3c2=O)c(OC)c1	i	i	-6	i	-3	i	2	i	i	i	i
O=C(O)c1ccc(S(=O)(=O)N(Cc2ccccc2)Cc2ccccc2)cc1	i	i	-5	i	-8	i	1	i	i	i	i
COc1ccc(NC(=O)C(C)SCc2ccccc2)cc1OC (configuration not stated)	i	i	-10	i	-2	i	-3	i	i	i	i
CCOC(=O)c1oc2ccccc2c1COC(=O)CNC(=O)c1ccccc1	i	i	-15	i	-2	i	2	i	i	i	i
COc1ccccc1NC(=O)CN(c1ccccc1F)S(C)(=O)=O	i	i	-11	i	5	i	0	i	i	i	i
CCN(C(=O)CCCC(=O)N(CC)c1ccccc1)c1ccccc1	i	i	-3	i	?	i	0	i	i	i	i

Another view of some results above:
O=C(O)c1ccc(S(=O)(=O)N(Cc2ccccc2)Cc2ccccc2)cc1
- KCNK3 inh = i
- KCNK9 inh = i
- hERG rescue = -5
- TRPC4 PAM = i
- HDAC3 inh = -8
- TMEM16A inh = i
- Dyrk1A ADPGlo = 1
- TRPC4 act = i
- ANO1 activ = i
- KCNQ1 inh = i
- KCNQ1 act = i

COc1ccc(NC(=O)C(C)SCc2ccccc2)cc1OC (configuration not stated)
- KCNK3 inh = i
- KCNK9 inh = i
- hERG rescue = -10
- TRPC4 PAM = i
- HDAC3 inh = -2
- TMEM16A inh = i
- Dyrk1A ADPGlo = -3
- TRPC4 act = i
- ANO1 activ = i
- KCNQ1 inh = i
- KCNQ1 act = i
